# Compound activity: PubChem, National Center for Advancing Translational Sciences (NCATS)
# IkB signaling: suppresses IkB signaling in ABC-DLBCL reporter cells; Potency, µM (highest dose often 57.1 µM), for inactives: at the highest dose IkBa stabilization activation; hit rate 0.04% among 110,000; ABC-DLBCL IkBa-CBG/CBR dual luciferase ratio, 4 h; response scale: scaled: untreated 0%, proteasome inhibitor 100%; active means well fitted curve in the direction sought with a large enough effect in the signal ratio, not every such curve was filed as active; inconclusive means small, poorly fitted or top-dose-only effect, or a change in a side signal; the % refers to the signal ratio;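 further: the direction sought is a rising ratio; 0% = basal untreated cells and 100% = reference inhibitor full response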
#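 Curves were fitted separately to fusion (green), unfused (red) and ratio luminescence, then classed by r2, magnitude and activity. Cells: OCI-Ly3, 4 h compound plus doxycycline at 37C; 10 uM MG-132 defined full response.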
# Peg3 imprint: induces erasure of genomic imprints in mouse ES cells; hit rate 0.02% among 110,000; Potency, µM (highest dose often 60.7 µM), without a hit: top-dose activity change, positive = activation, hits mostly activators; mouse ES Peg3-LacZ reporter, beta-gal luminescence, 40 h;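 further: 0% = negative control wells on the plate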
#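 Each well holds 300 Peg3LacZ-Neo (maternal) female ES cells incubated 40 h at 37C, 5% CO2. LacZ is measured by BetaGlo luminescence, with AC50 and maximum efficacy derived from dose-response curves.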
# p53ts 32C tox: p53ts cell cytotoxicity, permissive temperature. H1299-p53A138V at 32C, ATP luminescence viability, 24 h. Potency, µM (series often up to 46.1 µM), inactives show top-dose activity change, negative = cytotoxicity, usual class: cytotoxic. hit rate 0.93% among 130,000;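 further: 0% = DMSO and -100% = full killing by reference compound; nearly all actives have a fitted effect of over 55% in size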
#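 Viability by ATPlite luminescence after 24 h compound treatment (up to 46 uM) at the permissive 32C. Cells are H1299 carrying p53 A138V. Scale runs from DMSO basal to 100 uM tamoxifen as full kill; AC50 from Hill fits.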
# p53ts 39C kill: p53ts cell cytotoxicity, nonpermissive temperature; H1299-p53A138V viability at 39C, ATP luminescence, 24 h; Potency, µM (series often up to 46.1 µM), without a hit: at the top dose activity change, negative = cell killing, usual class: cytotoxic; hit rate 1.5% among 130,000; further: nearly all actives have a fitted effect of over 55% in size
# An asterisk follows results filed as active; ? = inconclusive; nt = no result given; [ ] = remark or other dose. Unless noted, the call rests on the fitted dose curve; in most records, active means well fitted curve in the direction sought with a large enough effect; inconclusive means small, poorly fitted or top-dose-only effect, or another doubt; inactive means no such curve, though single readings can be large; an effect the other way counts as inactive or inconclusive. Unless noted, on the % scale 0 is the no-effect control and ±100 the full control effect; potency means the concentration at half of the fitted maximal effect.
# Assay codes – A = IkB signaling; B = Peg3 imprint; C = p53ts 32C tox; D = p53ts 39C kill
1: CC(=O)Nc1c(C)nn(-c2ccccc2)c1N1CCC(C(=O)Nc2ccc(Cl)cc2C)CC1
  A = -0.1%	B = 17%[10.9 µM]	C = -3%	D = -7%
2: CC(C)(C)c1ccc(OCC(=O)Nc2ccc(C(=O)OC3CCCCC3)cc2)cc1
  A = 4.2%	B = -17%[10.9 µM]	C = -23%	D = -29%
3: COc1ccc(-c2nn(-c3ccccc3)cc2C2NC(=O)NC(C)=C2C(=O)OC(C)C)cc1OC (stereo unspecified)
  A = -2.9%	B = -5%[10.9 µM]	C = 14%	D = -7%
4: c1ccc(-c2nnc(CSc3nnc(-c4ccncc4)n3Cc3ccco3)o2)cc1
  A = 0.9%	B = -9%	C = -10%	D = -26%
5: O=C(CSc1nnnn1C1CC2CCC1C2)Nc1ccnc2ccccc12 (stereo unspecified)
  A = ?	B = -43%[inhibitor]	C = 2%	D = 17%
6: CCOC(=O)c1cnc(N2CCN(c3cccc(C)c3C)CC2)c2ccccc12
  A = -0.8%	B = 6%[10.9 µM]	C = -13%	D = -10%
7: Cc1ccc(NC(=O)CSc2nnc(-c3ccncc3)n2N)cc1C
  A = 1.3%	B = -1%	C = -5%	D = -1%
8: COc1ccc(C(=O)N2CCC(C(=O)Nc3ccc(OC)c(OC)c3)CC2)cc1
  A = -1.3%	B = 1%	C = 2%	D = 6%
9: CC(C)S
  A = -0.7%	B = 3%	C = -4%[1.84 µM]	D = 7%
10: COc1ccc(Cn2nnnc2C(c2cc3cc(C)cc(C)c3[nH]c2=O)N2CCOCC2)cc1 (stereo unspecified)
  A = 0.3%	B = -4%	C = 3%	D = 5%
11: COC(=O)c1ccc(CN(Cc2ccc(OC)c(OC)c2)S(=O)(=O)c2cc(C(=O)Nc3cccc(C)c3)ccc2F)cc1
  A = ?	B = -13%[10.9 µM]	C = 6%	D = ?
12: CCCSc1nnc(NC(=O)Cc2coc3cc(C)ccc23)s1
  A = -0.1%	B = 0%[10.9 µM]	C = 12%	D = 11%
13: Cc1nnc2c(N3CCN(c4ccccc4)CC3)nc3ccc(C(=O)c4ccccc4)cc3n12
  A = -1.2%	B = -8%[10.9 µM]	C = 4%	D = 8%
14: O=C(c1ccc(COc2c(F)c(F)c(F)c(F)c2F)o1)N1CCN(Cc2ccc3c(c2)OCO3)CC1
  A = nt	B = nt	C = -5%	D = 6%
15: CS(=O)(=O)N1CCc2cc(C(=O)Nc3ccc(Cl)c(C(F)(F)F)c3)ccc21
  A = ?	B = -22%[10.9 µM]	C = -12%	D = ?
16: CCOc1ccc(CCNC(=O)c2ccc3c(c2)N(Cc2ccccc2)C(=O)c2ccccc2S3=O)cc1OCC (stereo unspecified)
  A = -0.2%	B = -14%[10.9 µM]	C = 15%	D = -1%
17: CN(Cc1ccccc1)C(=O)c1cccc(NC(=O)c2ccco2)c1
  A = 0.3%	B = -5%	C = 4%	D = 12%
18: COc1ccc(OC)c(NC(=O)c2cc3c(s2)-c2ccccc2SC3)c1
  A = ?	B = -9%[10.9 µM]	C = 4%	D = -11%
19: O=C(CSc1nnc2ccccn12)c1ccccc1
  A = ?	B = -64%[inhibitor]	C = 4%	D = -6%
20: COc1ccc(C)cc1Nc1nc2ccccc2c2nnc(C)n12
  A = 7.6%	B = -7%[10.9 µM]	C = 12%	D = -12%
21: O=C(CSc1nc2ccccc2nc1Cc1ccc(Cl)cc1)N1CCCCC1
  A = 0.9%	B = 3%[10.9 µM]	C = 21%	D = 24%
22: CCCCOc1ccc(C(=O)Nc2onc3c2CCCC3)cc1
  A = -3.6%	B = -7%[10.9 µM]	C = ?	D = ?
23: Cc1cc(=O)n(C(NC(=O)c2ccccc2)C(=O)c2ccccc2)cn1 (stereo unspecified)
  A = nt	B = nt	C = -7%	D = 13%
24: Cc1cc(OCC(=O)N2CCC(c3nc4ccccc4s3)CC2)ccc1Cl
  A = ?	B = -15%[10.9 µM]	C = 1%	D = -13%
25: O=C(NCc1ccccc1Br)C1CCCN(C(=O)N2CCOc3ccccc32)C1 (stereo unspecified)
  A = ?	B = -12%[10.9 µM]	C = 6%	D = -13%

# Some of these compounds in order of number of heavy atoms, smallest number first.
# Assay codes – A = IkB signaling; B = Peg3 imprint; C = p53ts 32C tox; D = p53ts 39C kill
22: CCCCOc1ccc(C(=O)Nc2onc3c2CCCC3)cc1
  A = -3.6%	B = -7%[10.9 µM]	C = ?	D = ?
7: Cc1ccc(NC(=O)CSc2nnc(-c3ccncc3)n2N)cc1C
  A = 1.3%	B = -1%	C = -5%	D = -1%
18: COc1ccc(OC)c(NC(=O)c2cc3c(s2)-c2ccccc2SC3)c1
  A = ?	B = -9%[10.9 µM]	C = 4%	D = -11%
8: COc1ccc(C(=O)N2CCC(C(=O)Nc3ccc(OC)c(OC)c3)CC2)cc1
  A = -1.3%	B = 1%	C = 2%	D = 6%
4: c1ccc(-c2nnc(CSc3nnc(-c4ccncc4)n3Cc3ccco3)o2)cc1
  A = 0.9%	B = -9%	C = -10%	D = -26%
11: COC(=O)c1ccc(CN(Cc2ccc(OC)c(OC)c2)S(=O)(=O)c2cc(C(=O)Nc3cccc(C)c3)ccc2F)cc1
  A = ?	B = -13%[10.9 µM]	C = 6%	D = ?

# New compounds follow.
# Assay codes – A = IkB signaling; B = Peg3 imprint; C = p53ts 32C tox; D = p53ts 39C kill
26: N#Cc1c(-c2ccccc2)nc(N2CCCCCC2)[nH]c1=O
  A = -2.7%	B = -6%	C = 8%	D = 3%
27: CCCn1c(N)c(C(=O)CSc2nnc(Cc3ccccc3)o2)c(=O)n(C)c1=O
  A = ?	B = -4%	C = -11%	D = ?
28: CCCN1CCN(c2ncnc3sc(C(=O)Nc4cccc(Cl)c4C)c(C)c23)CC1
  A = -0.2%	B = -6%[10.9 µM]	C = -12%	D = -26%
29: CCOc1ccc(N(CC(=O)OC)S(=O)(=O)c2c(C)noc2C)cc1
  A = 2.0%	B = -5%	C = 1%	D = -11%
30: O=c1[nH]c(CSc2ncc(-c3ccc(F)cc3)n2Cc2ccco2)nc2ccccc12
  A = ?	B = nt	C = ?	D = 27%
31: CCOc1ccc(C(=O)NCC(=O)OCc2cc(C(C)=O)ccc2OC)cc1
  A = nt	B = nt	C = -27%	D = -6%
32: CCc1ncc(CO)n1Cc1cccc2ccccc12
  A = -1.2%[11.4 µM]	B = -5%[10.9 µM]	C = -4%[9.22 µM]	D = 6%[9.22 µM]
33: COc1ccccc1CNC(=O)c1cc2cc(S(=O)(=O)N3CCCCC3)ccc2n1C
  A = ?	B = -3%[10.9 µM]	C = 1%	D = 5%
34: Cn1cc(S(=O)(=O)N2CCCCCC2)cc1C(=O)N1CCN(c2ccc(Cl)cc2)CC1
  A = ?	B = -13%[10.9 µM]	C = 6%	D = -22%
35: Cc1cccc(-c2nc(CS(=O)CC(=O)NCc3ccc(Cl)cc3)c(C)o2)c1 (stereo unspecified)
  A = ?	B = -13%[10.9 µM]	C = 6%	D = -21%
36: Cc1cc(C)cc(C(=O)N2CC(=O)Nc3ccc(Br)cc3C2c2ccccc2)c1 (stereo unspecified)
  A = -0.3%	B = 6%[10.9 µM]	C = 45%[activator]	D = 1%
37: CCOc1ccccc1NC(=O)CCC(=O)Nc1ccc2nc(N3CCN(C)CC3)cc(C)c2c1
  A = 0.9%	B = 6%	C = -21%	D = -5%
38: Cc1cc(-n2c(C)cc(C(=O)CSc3nc4ccccc4c(=O)n3Cc3ccco3)c2C)no1
  A = 3.4%	B = -13%	C = -3%	D = -12%
39: NCCc1nnc(SCc2ccccc2)o1
  A = -1.3%	B = -16%	C = 11%	D = 5%
40: CC(=O)NCCOc1c(C)cc(S(N)(=O)=O)cc1C
  A = -1.6%	B = -1%	C = -3%	D = 11%
41: Cc1ccc(CNc2ccc3c(c2)ncn3C)cc1
  A = -0.6%	B = -33%[inhibitor]	C = -18%	D = -1%
42: COC(=O)c1sccc1S(=O)(=O)N(CC(=O)Nc1ccccc1C)c1ccc(Cl)cc1
  A = ?	B = 2%[10.9 µM]	C = 2%	D = -17%
43: COc1ccccc1N1CCN(C(=O)c2cc(-c3ccc(Br)cc3)on2)CC1
  A = -0.3%	B = 8%	C = 1%	D = 17%
44: COc1ccc(-c2nc3ccccc3n3c(-c4ccccc4)c4c(=O)n(C)c(=O)n(C)c4c23)cc1OC
  A = 2.6%	B = -7%[10.9 µM]	C = 4%	D = 6%
45: Cc1ccc(NC(=O)c2cccc(N(C)C)c2)cc1NC(=O)c1ccc(O)cc1
  A = ?	B = 2%	C = 13µM*	D = 7.9µM*
46: O=C(Nc1nccs1)C1C2/C=C\CCCCC21 (stereo unspecified)
  A = -3.3%	B = -5%	C = 1%	D = -2%
47: O=C(c1cccc(Cl)c1)N1CCC(c2nc3c(nnn3Cc3ccc(F)cc3F)c(=O)[nH]2)CC1
  A = ?	B = -12%[10.9 µM]	C = -8%	D = -18%
48: COc1ccc(C(=O)Nn2c(C)nnc2-n2nc(C)cc2C)cc1OC
  A = nt	B = nt	C = 12%	D = 21%
49: CCC(=O)Nc1ccc2c(c1)ncn2-c1ccc(OC)cc1
  A = nt	B = nt	C = -16%	D = 11%
50: O=C(NCc1cccs1)c1cnn2cccnc12
  A = -1.1%	B = -7%	C = -6%	D = -1%

# Another view of some results above:
13	Cc1nnc2c(N3CCN(c4ccccc4)CC3)nc3ccc(C(=O)c4ccccc4)cc3n12
12	CCCSc1nnc(NC(=O)Cc2coc3cc(C)ccc23)s1
1	CC(=O)Nc1c(C)nn(-c2ccccc2)c1N1CCC(C(=O)Nc2ccc(Cl)cc2C)CC1
41	Cc1ccc(CNc2ccc3c(c2)ncn3C)cc1
43	COc1ccccc1N1CCN(C(=O)c2cc(-c3ccc(Br)cc3)on2)CC1
Screen / compound no.	13	12	1	41	43
IkB signaling	-1.2%	-0.1%	-0.1%	-0.6%	-0.3%
Peg3 imprint	-8%[10.9 µM]	0%[10.9 µM]	17%[10.9 µM]	-33%[inhibitor]	8%
p53ts 32C tox	4%	12%	-3%	-18%	1%
p53ts 39C kill	8%	11%	-7%	-1%	17%

# (more compounds)
# Assay codes – A = IkB signaling; B = Peg3 imprint; C = p53ts 32C tox; D = p53ts 39C kill
51: OCC1(CO)COC2(CCCC2)N1
  A = 2.3%	B = 1%	C = 3%	D = -2%
52: CCOC(=O)c1ccc(N2C(=O)c3n[nH]c(-c4ccco4)c3C2c2cccc(O)c2)cc1 (stereo unspecified)
  A = ?	B = -5%[10.9 µM]	C = ?	D = ?
53: O=C(NCCc1cccc(F)c1)[C@@H]1CSC2c3ccccc3C(=O)N21 (stereo partly specified)
  A = -1.3%	B = ?	C = 3%	D = 6%
54: OC1(c2cccc(C(F)(F)F)c2)CCN(Cc2nnnn2CCc2ccccc2)CC1
  A = nt	B = nt	C = 4%	D = 3%
55: CCCn1c(=NC(=O)c2ccncc2)c(C(=O)OCC)cc2c(=O)n3cccc(C)c3nc21
  A = 0.6%	B = -8%	C = -5%	D = 4%
56: CS(=O)(=O)N(CC(=O)N1CCCCC1)C1CCCCC1
  A = 0.9%	B = -4%	C = 6%	D = -1%
57: Cc1ccccc1OCCSc1nc2ccc(NC(=O)c3ccco3)cc2s1
  A = ?	B = -5%[10.9 µM]	C = ?	D = -17%
58: COc1cc(NC(=O)CNC(=O)Cn2ccc3ccccc3c2=O)cc(OC)c1OC
  A = 2.6%	B = -2%[10.9 µM]	C = -13%	D = 24%
59: CCOC(=O)C(CCOc1cccc(CC)c1)C(=O)OCC
  A = -2.3%	B = -7%	C = 25%	D = -8%
60: COc1cc(NS(C)(=O)=O)ccc1Cc1c2ccccc2nc2ccccc12
  A = nt	B = -27%	C = -29%	D = -19%
61: Cc1ccsc1/C=N/n1c(COc2ccccc2)n[nH]c1=S
  A = nt	B = nt	C = 21%	D = 4%
62: C=CCn1c(SCC(=O)c2ccccc2)nnc1-c1cc2ccccc2o1
  A = 1.3%	B = -31%[inhibitor]	C = -5%	D = 1%
63: CCOC(=O)C1CCCN(CCC(=O)Nc2cccc(C)c2)C1 (stereo unspecified)
  A = 10%	B = 2%[10.9 µM]	C = -3%	D = 16%

# Three compounds already listed, ordered by the number in IkB signaling, largest number first:
entry	Molecule	IkB signaling
51	OCC1(CO)COC2(CCCC2)N1	2.3%
62	C=CCn1c(SCC(=O)c2ccccc2)nnc1-c1cc2ccccc2o1	1.3%
55	CCCn1c(=NC(=O)c2ccncc2)c(C(=O)OCC)cc2c(=O)n3cccc(C)c3nc21	0.6%
